Bioassay records: PubChem BioAssay, National Center for Advancing Translational Sciences (NCATS)
PNC inhibitor – High Content Assay for Compounds that inhibit the Assembly of the Perinucleolar Compartment; PC3M PTB-GFP, PNC prevalence imaging, 16 h; active compounds read low; activity change (PNC), negative = inhibition, % at 10 µM; 140,000 tested, 3.1% active; AID 2417, 2010;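 active means readout at or below -70, meaning at least 70% loss of cells showing the perinucleolar compartment, a nuclear body marking cancer cells; inconclusive means readout between -30 and a set limit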;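 further: plate controls were DMSO wells for no effect and camptothecin positive control wells for full effect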
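Read-out is percentage of cells bearing a perinucleolar compartment, from automated 20x imaging of fixed, Hoechst-stained PC3M PTB-GFP cells. Cells were seeded 4 h, then exposed 16 h to compound (23 nl of library stock) in duplicate plates.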
12-hLO inh – qHTS Assay for Inhibitors of 12-hLO (12-human lipoxygenase) | Polyunsaturated fatty acid lipoxygenase ALOX12 (Homo sapiens), P18054 | purified 12-hLO, xylenol orange hydroperoxide absorbance | Potency, µM (doses to about 57.1 µM), without a hit: at the highest dose activity change, negative = inhibition, most hits filed as inhibitors | 150,000 tested, 0.12% active; further: potency means the concentration at half of the fitted maximal effect; nearly all actives have a fitted effect of over 55% in size; many of its hits are not listed in these tables
Target sequence (P18054 whole entry, looked up): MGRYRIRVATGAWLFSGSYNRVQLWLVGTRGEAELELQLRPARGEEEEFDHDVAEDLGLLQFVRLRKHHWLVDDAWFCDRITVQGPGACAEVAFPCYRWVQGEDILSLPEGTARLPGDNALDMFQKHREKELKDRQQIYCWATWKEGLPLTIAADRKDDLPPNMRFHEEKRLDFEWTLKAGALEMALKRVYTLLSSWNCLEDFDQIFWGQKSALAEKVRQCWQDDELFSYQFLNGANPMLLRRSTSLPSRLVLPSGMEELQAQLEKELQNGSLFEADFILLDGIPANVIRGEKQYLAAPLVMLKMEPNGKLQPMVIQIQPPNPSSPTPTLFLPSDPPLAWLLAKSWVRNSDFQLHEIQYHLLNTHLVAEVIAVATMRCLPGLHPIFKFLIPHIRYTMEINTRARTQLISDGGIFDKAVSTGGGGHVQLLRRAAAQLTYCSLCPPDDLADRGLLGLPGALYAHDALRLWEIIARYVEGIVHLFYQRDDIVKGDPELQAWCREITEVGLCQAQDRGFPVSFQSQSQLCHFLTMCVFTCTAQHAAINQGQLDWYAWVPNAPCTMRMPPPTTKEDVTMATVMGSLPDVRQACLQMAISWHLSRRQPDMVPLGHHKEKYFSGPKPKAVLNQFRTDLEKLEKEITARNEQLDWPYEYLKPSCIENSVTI
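Purified human 12hLO (150 nM), preincubated 15 min with compound, then 40 uM arachidonic acid for 30 min, room temperature, Hepes pH 7.0 with 0.01% Triton X-100. Hydroperoxide detected by ferrous iron/xylenol orange; 573/405 nm absorbance ratio gives reaction progress.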
ALOX15B inhib – qHTS Assay for Inhibitors of 15-hLO-2 (15-human lipoxygenase 2) | Polyunsaturated fatty acid lipoxygenase ALOX15B (Homo sapiens), O15296 | purified 15hLO-2, xylenol orange hydroperoxide absorbance | Potency, µM (titrated, usually from 57.1 µM), for inactives: at the highest dose activity change, negative = inhibition, most hits filed as inhibitors | 110,000 tested, 0.56% active; further: potency means the concentration at half of the fitted maximal effect; nearly all actives have a fitted effect of over 60% in size; many of its hits are not listed in these tables
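Read-out: hydroperoxide product oxidises ferrous iron, measured as xylenol orange complex via the 573-to-405 nm absorbance ratio after 30 min. Reaction: 50 nM enzyme, 15 min compound preincubation, 45 uM arachidonic acid, 90 min RT, Hepes pH 7.5 with Triton X-100.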
IMPase cell inh – qHTS Assay for Identifying the Cell-Membrane Permeable IMPase Inhibitors. Inositol monophosphatase 1 (Rattus norvegicus), P97697. CHO-M1 cells, IP1 accumulation, HTRF TR-FRET ratio. AID 901, 2007. 120,000 tested, under 10 active. inhibition (IP1 accumulation), % at 46.1 µM; active means well fitted curve in the direction sought with a large enough effect in the signal ratio, not every such curve was filed as active; inconclusive means small, poorly fitted or top-dose-only effect, or a change in a side signal; inactive means no such curve, though single readings can be large or run the other way; the % refers to the signal ratio;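 further: cells stimulated with carbachol in lithium chloride buffer; plate controls were DMSO basal wells for no effect and reference inhibitor wells for full effect; higher means more IMPase inhibition seen as more IP1 and lower FRET ratio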
Target sequence (P97697 whole entry, looked up): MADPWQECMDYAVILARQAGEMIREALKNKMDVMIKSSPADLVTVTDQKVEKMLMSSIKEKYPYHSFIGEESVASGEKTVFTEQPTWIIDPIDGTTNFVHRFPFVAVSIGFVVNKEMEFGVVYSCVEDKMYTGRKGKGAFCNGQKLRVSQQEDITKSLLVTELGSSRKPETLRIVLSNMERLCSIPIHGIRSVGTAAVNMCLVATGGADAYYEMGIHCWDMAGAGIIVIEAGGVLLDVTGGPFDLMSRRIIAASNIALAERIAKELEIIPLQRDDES
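Seeded CHO-M1 cells were dosed with compound at up to 46 uM, stimulated with carbachol for 30 min, then lysed in IP-One detection reagents. Higher IP1 lowers the TR-FRET signal.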
Starred values were filed as active, the others as inactive; ? = inconclusive; . = not tested or not shown; [ ] = another dose, or the depositor's remark. Unless noted, the call rests on the fitted dose curve; in most records, active means well fitted curve in the direction sought with a large enough effect; inconclusive means small, poorly fitted or top-dose-only effect, or another doubt; inactive means no such curve, though single readings can be large; an effect the other way counts as inactive or inconclusive. Unless noted, on the % scale 0 is the no-effect control and ±100 the full control effect.

Below each compound – PNC inhibitor	12-hLO inh	ALOX15B inhib	IMPase cell inh
CCOC(=O)c1c(C)n(C(=O)c2ccco2)c(=O)n1C(=O)c1ccco1
→ 22	-1%	0%	-2
O[C@]1(c2ccccc2)c2ccccc2NC2=NCCN21
→ .	-3%[11.4 µM]	-1%[11.4 µM]	.
O=C(CN1C(=O)CSc2ncccc21)N1CCOCC1
→ -2	3%	-1%	5
CNc1ccccc1C(C)(C)c1cc(-c2ccco2)n[nH]1
→ 12	-27%	-3%	11
CCN1C(=O)CC(C(=O)O)SC1=Nc1ccc(OC)cc1 (stereo unspecified)
→ -26	3%	1%	5
CCc1cccc(C)c1NC(=O)CN(C)Cc1cccc(F)c1
→ 66	-7%	.	5
Cc1ccc(CCNC(=O)CN(C)S(=O)(=O)c2ccc3c(c2)c(=O)n(C)c(=O)n3C)cc1
→ 1	-3%	-12%	5
Cc1ccc(NC(=O)/C=C\C(=O)NCC(=O)O)cc1C
→ -16	0%	.	.
CCn1c(SCC(=O)NCc2ccc(F)cc2)nc2c(c1=O)SC(C)C2 (stereo unspecified)
→ 7	-3%	.	1
Cc1ccc(C(=O)Nc2ncc(Cc3ccc(SC(F)F)cc3)s2)cc1
→ -82*	0%	.	4
COc1ccccc1C(=O)N1CCN(c2nc3cc(C)c(C)cc3cc2C#N)CC1
→ -23	-10%	.	1
CC(C)C(c1nnnn1Cc1cccs1)N1CCN(C2CCCC2)CC1 (stereo unspecified)
→ ?	-4%	6%	6
CN(C)Cc1ccccc1-c1cncnc1NCc1cccnc1
→ .	-6%	-3%	.
Cc1cc(C)n(C2=NS(=O)(=O)c3ccccc32)n1
→ 32	-3%	-16%	?
Cc1ccc(=O)n(C(C(=O)NCc2ccco2)C(=O)c2ccc(F)cc2)c1 (stereo unspecified)
→ 14	6%	6%	6
O=c1c2ccccc2nc(SCc2ccc([N+](=O)[O-])cc2)n1-c1ccccc1
→ 37	-1%	-15%	2
CNC(C)c1cc(OC)ccc1OC (stereo unspecified)
→ 13	6%	3%	13
COc1cc(NC(=O)COC(=O)c2ccc(S(=O)(=O)N3CC(C)CC(C)C3)cc2)c(C)cc1[N+](=O)[O-] (stereo unspecified)
→ 17	-5%	.	.
CCOC(=O)C1CCN(C(=O)C23CC4CC(CC(C4)C2)C3)CC1
→ 3	-3%	2%	-3
O=C(c1cccc2ccccc12)N1CCN(c2ccc([N+](=O)[O-])c(N3CCOCC3)c2)CC1
→ -20	-4%	.	-10
O=C(CCCOc1ccc(Cl)cc1)N1CCCCC1
→ -8	3%	2%	21
CC1(C)Cc2nc(N)c(=O)sc2C1
→ -23	0%	-4%	0
C/C(CC(=O)N(C(C)C)C(C)C)=N\NC(=O)COc1ccc(Br)cc1Br
→ -109*	-8%	.	.
O=C(CN1CCN(Cc2ccccc2Cl)C1=O)NCc1ccco1
→ -29	-5%	-12%	1
CCC(C)NC(=O)c1ccccc1NC(=O)C(C)N(c1ccccc1)S(C)(=O)=O (stereo unspecified)
→ -13	5%	-1%	3
CC(C)Nc1nc(NC(C)C)nc(Oc2ccc(OCc3ccccc3)nn2)n1
→ ?	6%	15%	3
CCN(CC)c1ccc(CN(C(=O)c2ccco2)C2CCS(=O)(=O)C2)cc1 (stereo unspecified)
→ ?	-1%	6%	4
COc1cc2c(cc1OC)C(C(=O)N1CCCCC1)C(c1ccccc1F)N(C)C2=O (stereo unspecified)
→ 14	-6%	-1%	13
CCOC(=O)C1CCN(C(=O)COc2cc(C)c(Br)cc2C)CC1
→ -29	-16%	-3%	6
CC(NC(=O)c1cc(-c2cccs2)on1)c1ccccc1 (stereo unspecified)
→ 25	-4%	5%	-2

4 neighbouring entries from above:
Below each compound – PNC inhibitor	12-hLO inh	ALOX15B inhib	IMPase cell inh
CCN(CC)c1ccc(CN(C(=O)c2ccco2)C2CCS(=O)(=O)C2)cc1 (stereo unspecified)
→ ?	-1%	6%	4
COc1cc2c(cc1OC)C(C(=O)N1CCCCC1)C(c1ccccc1F)N(C)C2=O (stereo unspecified)
→ 14	-6%	-1%	13
CCOC(=O)C1CCN(C(=O)COc2cc(C)c(Br)cc2C)CC1
→ -29	-16%	-3%	6
CC(NC(=O)c1cc(-c2cccs2)on1)c1ccccc1 (stereo unspecified)
→ 25	-4%	5%	-2

Additional records.
Below each compound – PNC inhibitor	12-hLO inh	ALOX15B inhib	IMPase cell inh
Cc1ccc(CC2C(=O)N(CC(=O)O)C(=O)C2C)cc1 (stereo unspecified)
→ 22	6%	2%	3
CCCc1nc2oc3c(=O)[nH]cnc3c2c2c1CCCC2
→ 70	0%	.	.
O=C(Nc1ccc2c(c1)CCC2)C1CCCN(c2ncccn2)C1 (stereo unspecified)
→ -7	-6%	-1%	8
Cc1ccc(Cn2nc(C)c(NC(=O)c3noc4c3CCCCC4)c2C)cc1
→ ?	-11%	4%	4
O=C(CCNc1n[nH]c(=O)[nH]c1=O)N1CCCCC1
→ -24	-1%	-6%	-2
CCCN1CC(CSC)C[C@H]2c3cccc4[nH]cc(c34)C[C@H]21 (stereo partly specified)
→ .	1%	35%[activator]	.
COc1ccccc1C(=O)OCc1c(F)cccc1Cl
→ 44	4%	.	2
CC(C)C(C(=O)NC(C)(C)C)N1C(=O)c2ccccc2C1=O (stereo unspecified)
→ 45	-3%	-5%	-1
CC(C)(C)NC(=O)c1ccc2c(c1)C1C3CCC(C3)C1C(c1ccccc1)N2 (stereo unspecified)
→ ?	3%	.	.
O=C(CCn1nnc(-c2cccs2)n1)N1CCc2ccccc2C1
→ ?	4%	2%	5
COc1ccc(C(c2sc3nc(C)nn3c2O)N2CCc3ccccc3C2)cc1 (stereo unspecified)
→ 21	-8%	-15%	3
C=CCn1c(C)cc(C)c(C#N)c1=O
→ 14	7%	5%	-5
O=C(NN(C(=O)C1CC1)c1nc2ccccc2s1)C1CC1
→ 45	4%	.	.
CCCc1nc2ccccc2c(=O)n1NC(=O)c1c(O)c2cccc3c2n(c1=O)CCC3
→ 8	-3%	0%	6
O=C(CN1C(=O)S/C(=C/c2cccnc2)C1=O)N1CCOCC1
→ 5	-1%	.	.
Cc1nc2cc(N3CCCCC3)c(NC(=O)c3ccncc3)cc2c(=O)n1Cc1ccccc1
→ 6	2%	-12%	3
Cn1c(N2CCN(C(=O)Nc3ccc(F)cc3)CC2)nc2ccccc21
→ 18	3%	.	3
COc1c(O[C@H]2O[C@@H](CO)[C@@H](O)[C@@H](O)[C@@H]2O)cc2c(c1OC)-c1ccc(SC)c(=O)cc1[C@H](NC(C)=O)CC2
→ .	1%[25.6 µM]	0%[25.6 µM]	1[20.6 µM]
O=C(c1ccc(Cn2cc([N+](=O)[O-])cn2)o1)N1N=C(C(F)F)CC1(O)C(F)F (stereo unspecified)
→ -6	-3%	-2%	5
CCNc1nc(NCC)n2c(SCC(=O)Nc3ccc(C(F)(F)F)cc3[N+](=O)[O-])nnc2n1
→ ?	-4%	.	.
O=C(c1ccc(Br)s1)N1CCN(C/C=C/c2ccccc2)CC1
→ -3	-13%	41%[activator]	-1
O=C(Cc1cccs1)Nc1ccccc1C(=O)O
→ ?	-1%	0%	-3
COC(=O)C1=C(C)NC(C)=C(C(=O)OC(C)C)[C@H]1c1cccc2nonc12
→ .	-3%[25.6 µM]	-3%[25.6 µM]	7[20.6 µM]
C=CCn1c(SCc2c(C)noc2C)nc2cc(C(=O)O)ccc2c1=O
→ -17	-3%	-3%	6
CC(=O)c1cccc(NC(=O)C(OC(=O)c2cccs2)c2ccccc2)c1 (stereo unspecified)
→ ?	-1%	.	.
O=[N+]([O-])C1=C(Nc2cccc3ccccc23)CS(=O)(=O)C1
→ -11	-7%	-6%	-2
CCOC(=O)C(OC(=O)c1sc(=S)n(C)c1C)C(C)=O (stereo unspecified)
→ -26	1%	-3%	-2
FCCCOc1ccc(-c2nccc(-c3ccc(Br)cc3)n2)cc1
→ 34	1%	13%[11.4 µM]	?
O=C(CSc1nnc(-c2cnccn2)n1Cc1ccco1)c1ccccc1
→ 7	-9%	-5%	-2
COC(=O)[C@@H](NC(=O)NCc1ccc(F)cc1)C(C)C
→ 29	6%	-2%	2

Reprinted at random: 4 records from the list, in no set order.
Below each compound – PNC inhibitor	12-hLO inh	ALOX15B inhib	IMPase cell inh
CC(C)(C)NC(=O)c1ccc2c(c1)C1C3CCC(C3)C1C(c1ccccc1)N2 (stereo unspecified)
→ ?	3%	.	.
COc1ccc(C(c2sc3nc(C)nn3c2O)N2CCc3ccccc3C2)cc1 (stereo unspecified)
→ 21	-8%	-15%	3
Cc1nc2cc(N3CCCCC3)c(NC(=O)c3ccncc3)cc2c(=O)n1Cc1ccccc1
→ 6	2%	-12%	3
CCCc1nc2ccccc2c(=O)n1NC(=O)c1c(O)c2cccc3c2n(c1=O)CCC3
→ 8	-3%	0%	6

Further compounds
Below each compound – PNC inhibitor	12-hLO inh	ALOX15B inhib	IMPase cell inh
Cc1cccc(-c2nc(CS(=O)CC(=O)N3CCN(C)CC3)c(C)o2)c1 (stereo unspecified)
→ 18	1%	1%	0
O=C(c1cccs1)[C@@H]1[C@@H]2C(=O)N(Cc3ccc4c(c3)OCO4)C(=O)[C@@H]2C2c3ccccc3C=CN21 (stereo partly specified)
→ 8	-14%	2%	0
O=c1[nH][nH]c(C(F)(F)F)c1C=NCc1ccccc1Cl
→ 30	2%	4%	5
O=C(N/N=C/c1cccc(C(F)(F)F)c1)c1cc2c(s1)-c1ccccc1CC2
→ 3	2%	9%[11.4 µM]	7[1.84 µM]
CCOC(=O)OC(C)OC(=O)C1N2C(=O)C(NC(=O)C(N)c3ccccc3)C2SC1(C)C (stereo unspecified)
→ .	9%	22%	.
CC(OC(=O)C1CC(O)CN1S(=O)(=O)c1ccccc1[N+](=O)[O-])C(=O)N1CCCCC1 (stereo unspecified)
→ ?	4%	.	.
COC(=O)c1cccc(N2C(=O)c3cccnc3C2=O)c1
→ 1	-3%	3%	-4
O=C(CSc1nc2ccccc2c(=O)n1-c1ccc(F)cc1F)Nc1ccc(N2CCOCC2)cc1
→ 9	3%	.	.
Cc1ccc(S(=O)(=O)n2nc(C)c(Br)c2C)c(C)c1C
→ 1	0%	-26%	12
Cc1ccc(C2OC(=O)c3ccccc32)cc1 (stereo unspecified)
→ 20	7%	.	.
Cc1onc(-c2ccccc2Cl)c1C(=O)N1CCc2ccccc2C1
→ 2	-5%	-1%	-6
COc1ccc(OC)c(NC(=O)CSCc2cnn(-c3ccccc3)c2-n2cccc2)c1
→ 55	-5%	0%	10
COc1cccc(S(=O)(=O)NCc2ccc(C(=O)NCC3CCCO3)cc2)c1 (stereo unspecified)
→ -16	0%	6%[2.29 µM]	2
C/C(=N/S(=O)(=O)c1ccc(Cl)c(Cl)c1)OCC(C)(C)C
→ .	3%[11.4 µM]	-5%[11.4 µM]	.
C=C(C)c1cccc(C(C)(C)NC(=O)Nc2ccc(Cl)cn2)c1
→ ?	-5%	.	31[activator]
O=C(CC1NCCNC1=O)Nc1ccc(Oc2ccccc2)cc1 (stereo unspecified)
→ -3	-4%	24%	-2
CCN1CCn2c1nc(N1CCOCC1)nc2=O
→ ?	-4%	-4%	-6
O=S(=O)(c1ccc(N2CCCC2c2nc3ccccc3s2)nc1)N1CCOCC1 (stereo unspecified)
→ 14	-3%	2%	3
CCOC(=O)/C=C/C(=O)Nc1cccc([N+](=O)[O-])c1
→ 4	-29%	.	.
